DAX1 inh-1: inhibitors of DAX1 repression of SF-1 activated StAR promoter; inhibition, % at 6.8 µM; AID 652010; 370,000 compounds, 1.1% hits; HEK293T StAR-luciferase reporter, SF-1/DAX-1 repression relief;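 active means inhibition above the mean over all tested compounds plus 3 SD, cut at about 3.6% in these data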;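 further: 0% = DAX-1 cells with DMSO and 100% = cells lacking DAX-1 with DMSO; higher inhibition means more luminescence from relief of DAX-1 repression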
GAA850 FXN act: increases GAA850 frataxin promoter reporter activity; 360,000 compounds, 0.56% hits; HEK293 lucGAA850 FXN promoter luciferase reporter, 24 h; percent of 10 µM SAHA response; activation, % at 6 µM;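 active means activation above the average of all compounds screened plus 3 SD, cutoff fixed separately per campaign, cut at about 7.5% in these data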;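 further: 0% = DMSO wells and 100% = 10 µM SAHA wells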
SMARCA2 activ: SMARCA2 function activation, primary screen; 370,000 compounds, 1% hits; AID 652017; activation, % at 9.1 µM; MG213 cells, MMTV-luciferase reporter, dexamethasone, overnight; in the data active means activation above about 7.8%;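 further: 0% = vehicle wells and 100% = reference activator wells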
DAX1 inh-2: inhibits human nuclear receptor DAX1; P51843; HEK293 Gal4-DAX1 luciferase reporter, luminescence; inhibition, % at 6.75 µM; 340,000 compounds, 0.99% hits; AID 504766;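 active means inhibition above the mean over all tested compounds plus 3 SD, cut at about 4.2% in these data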;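 further: 0% = DAX1-transfected cells with DMSO and 100% = empty-vector control cells with DMSO; inhibition shows as a rise in luminescence from relieved DAX1 repression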
PG9 Ab binder: PG9 antibody binding by small molecule | 360,000 compounds, 0.43% hits | TR-FRET gp120-PG9 antibody binding | AID 624416 | inhibition, % at 6.7 µM; in the data active means inhibition above about 8.5%
hgDAF-12 ag: hgDAF-12 agonism, primary luciferase screen; 370,000 compounds, 1.8% hits; AID 687014; HEK293 GAL4-hgDAF12 UAS-luciferase reporter, agonist luminescence; normalized to butyrate control; activation, % at 6.8 µM;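 active means activation above a cutoff set at the mean of all screened compounds plus 3 SD, cut at about 10% in these data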;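 further: 0% = DMSO wells and 100% = sodium butyrate wells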
Rev-erbA mod: Rev-erb alpha (human) modulation. P20393. Rev-erbα–FITC-DNA binding, fluorescence polarization, 90 min. activity, % at 10 µM. 370,000 compounds, 0.79% hits. AID 1259318;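 active means activity above about 14%, limit read from the data; passing the limit was not always enough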;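 further: 0% = DMSO wells with 35 nM protein and 100% = DMSO wells with 750 nM protein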
hcDAF12 agonist: H. contortus DAF-12 activation, primary screen. HEK293 hcDAF-12 lit1-tk-luc reporter, luminescence; 0% DMSO, 100% Δ7-dafachronic acid. activation, % at 6.8 µM. 370,000 compounds, 1.4% hits;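 active means activation above the mean of all tested compounds plus 3 SD, cut at about 5.5% in these data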;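 further: 100% = response to 3 µM Δ7-dafachronic acid high control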
sPLA2-III inh: Inhibits HGIII-sPLA2 liposome hydrolysis, primary screen; Q9NZ20; QFRET BODIPY PC-A2 liposome hydrolysis, fluorescence; inhibition, % at 12.2 µM; 370,000 compounds, 0.56% hits;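 active means inhibition above mean plus 3 SD of compounds lying within the high and low control bounds, cut at about 19% in these data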;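 further: 0% = median of test compound wells and 100% = no enzyme DMSO wells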
PLCb3 inh: blocks human PLC-beta3 enzyme activity | Q01970 | Purified PLC-beta3, fluorogenic substrate, fluorescence | inhibition, % at 12.2 µM | 370,000 compounds, 0.18% hits; in the data active means inhibition above about 11%;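 further: 0% = median of compound wells on plate and 100% = full blocker control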
ssDAF-12 act: S. stercoralis DAF-12 activation, primary screen; HEK293 ssDAF-12/GRIP1 lit1-tk-luc reporter, luminescence; % of 3 µM dafachronic acid response; activation, % at 6.8 µM; 370,000 compounds, 1% hits;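 active means activation above the mean over all tested compounds plus 3 SD, cut at about 0.9% in these data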;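 further: 0% = DMSO-only wells and 100% = 3 µM delta7-dafachronic acid wells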
Active calls of the source: *; . = not tested or not shown.

compound	DAX1 inh-1	GAA850 FXN act	SMARCA2 activ	DAX1 inh-2	PG9 Ab binder	hgDAF-12 ag	Rev-erbA mod	hcDAF12 agonist	sPLA2-III inh	PLCb3 inh	ssDAF-12 act
N#CCCN(CCC#N)C(=O)c1ccc(Cl)cc1	0.6	-2.3	3.7	-1.1	-2.0	-4.2	2.2	-1.9	-0.5	5.9	-1.6
COc1ccc(S[C@]2(C(=O)N3CCN(c4ncccn4)CC3)CC(=O)N[C@@H]2c2ccc(OC)cc2)cc1	-1.4	.	-2.2	.	.	2.5	-2.3	-1.0	-6.0	-6.7	-0.2
O=C1c2ccccc2C(=O)C1C(=O)C1CC1	-1.1	-1.0	-4.4	1.3	0.9	1.6	12.7	4.2	5.2	-4.2	-0.3
Cc1ccc(N2CC(C(=O)NCCC3=CCCCC3)CC2=O)cc1 (configuration not stated)	1.1	1.6	-1.7	-0.9	0.4	-2.4	-2.6	-1.3	1.6	-0.7	-0.8
COc1ccc(/C(C)=N/NC(=O)CNC(=O)c2cccnc2)c(OC)c1	0.0	0.0	-2.1	-0.3	-3.3	-0.6	-3.7	-0.8	-5.3	-2.4	-0.6
CC(=O)c1ccc(S(=O)(=O)N2CCn3cccc3C2C)cc1 (configuration not stated)	1.5	-0.2	1.6	0.5	-2.4	1.2	-4.8	0.9	-8.1	-29.2	-1.3
O=c1[nH]nc(Cc2ccc(Cl)cc2Cl)c2ccccc12	-1.2	0.0	-2.1	-0.6	0.6	-0.1	6.3	1.4	-6.6	1.4	-1.2
CNC(=S)NNC(=O)c1cccs1	0.1	-1.4	-1.8	1.7	-0.7	-2.7	3.1	-0.6	7.7	-1.7	-0.2
COc1ccc(NS(=O)(=O)c2cc(C(=O)Nc3ccccc3C(=O)O)ccc2C)cc1	-1.1	0.9	-2.1	-2.1	-1.4	-0.4	-1.6	-2.3	-21.0	-7.2	-1.1
COc1ccccc1-c1noc2c1C(=O)N(C(=O)OC(C)(C)C)CC2	-1.0	0.6	4.7	-0.7	0.5	-0.4	-0.7	-2.4	5.7	2.5	-0.7
COc1cccc(NC(=O)N2CCCC2C(=O)Nc2cc(C)ccc2OC)c1 (configuration not stated)	-0.1	-0.5	-0.5	-1.0	0.3	-1.9	4.1	-1.0	5.8	-3.7	-1.2
Cc1cccc(C)c1NC(=O)COc1ccc2c(C)c(Cc3ccccc3)c(=O)oc2c1C	-0.4	1.3	1.2	1.7	-1.8	1.9	15.2	0.3	-0.4	-1.9	-1.4
CCOC(=O)C1CCCN(CCC(=O)Nc2cc(C)ccc2C)C1 (configuration not stated)	-0.1	0.0	6.0	-1.2	-5.3	-2.1	1.0	-1.3	4.0	1.0	-1.1
CCN(CC)c1ccc(S(=O)(=O)N2CCOCC2)cc1NC(=O)COC(=O)/C=C/c1ccccc1	0.6	-3.1	-1.6	0.2	-1.1	2.4	-3.2	-2.0	-15.8	-2.9	-0.2
COc1ccc2c(c1)c(-c1csc(N)n1)c(C)n2C	0.3	0.1	-0.6	0.0	-4.4	3.9	0.4	3.7	-0.9	-27.8	0.1
O=C(N[C@H]1CC[C@@H]2SC[C@@H](C(=O)O)N2C1=O)OCC1c2ccccc2-c2ccccc21	-0.7	.	0.3	.	.	0.4	5.3	-0.8	-11.4	5.5	-1.3
CCOC(=O)CN1C(=O)N2C[C@H]3CON(C)[C@H]3C[C@H]2c2ccccc21	-0.4	.	2.4	.	-0.6	4.0	-1.1	0.8	0.0	4.3	-1.1
O=C1C=C(c2ccc3c(c2)OCCO3)C[C@@H](c2ccc(F)cc2)C1	-0.4	3.0	3.3	0.6	-1.4	3.5	-3.8	-1.3	-13.5	-295.8	-1.3
CCN(Cc1ccncc1)Cc1nc(-c2ccc(C(=O)OC)cc2)no1	-1.1	0.3	-5.3	-0.2	-2.2	-0.8	-3.9	2.1	-1.9	-2.4	-1.3
Cc1csc2c(N3CCN(C(=S)Nc4ccc(F)cc4F)CC3)ncnc12	-0.6	-2.7	-4.0	-3.4	0.7	-2.9	-4.5	-2.8	9.5	-6.3	-2.1
CCc1nc2ccc(C(=O)Nc3cccc(OC)c3)cn2c1N(C)Cc1ccc(OC)cc1	-1.6	-0.6	-0.9	.	-0.8	-3.5	-5.2	1.5	-6.4	-6.9	-1.6
COc1ccc(NC(=S)NC2CC3CCC2C3)c(OC)c1 (configuration not stated)	0.0	-0.3	-2.4	-0.3	1.1	-0.6	-9.8	0.2	20.7*	-9.7	-0.8
Cc1nn(Cc2ccc([N+](=O)[O-])cc2)c(=O)n1-c1cccc(Cl)c1	-0.1	1.8	-2.5	-0.2	2.6	-2.5	0.2	-0.5	0.4	4.3	-2.0
CC1=C(C(=O)N2CCCCCC2)CC(CC(=O)NC(c2ccccc2)c2ccccc2)C(=O)N1CCC1=CCCCC1 (configuration not stated)	-0.3	.	-2.2	.	-0.8	-1.9	3.3	1.7	-14.0	1.2	-0.8
CC(C)=C1C2CC2C2C(C(=O)O)C12 (configuration not stated)	-0.1	-1.7	1.1	0.3	-1.1	-0.3	-0.4	-1.7	0.5	2.8	-0.9
CCCCN1C(=O)C(=O)NC[C@@H]1CC1CCCCC1	-0.7	.	-5.6	.	0.1	-0.8	2.9	-1.2	3.9	1.9	-0.5
O=C(CCN1C(=O)C2CC=CCC2C1=O)OCC(=O)c1ccc(F)cc1 (configuration not stated)	1.6	1.1	-2.2	0.6	1.1	-1.3	-3.0	-0.9	5.8	-13.9	-1.0
C[C@@H]1CN([C@H](C)CO)C(=O)CCCn2cc(nn2)CO[C@H]1CN(C)S(=O)(=O)c1ccccc1F	-0.4	.	-2.9	.	-1.4	2.6	4.6	-0.7	5.6	0.7	-0.9
O=C1CC(N(CCc2ccccc2)C(=S)Nc2ccccc2)C(=O)N1c1ccc(F)cc1 (configuration not stated)	-0.2	1.3	-3.5	0.3	0.4	-1.1	-0.9	-0.1	-0.1	-5.3	0.1
CC(CCc1ccco1)NC(=O)Cn1ncc2c(=O)oc3ccccc3c21 (configuration not stated)	-0.6	1.2	-1.7	0.8	-0.2	2.8	8.5	2.5	-3.0	-2.2	-1.0
O=C(Nc1ccccc1Cl)Nc1ccnn1C1CCN(C(=O)CCN2CCCO2)CC1	-0.2	0.4	0.1	-0.3	0.1	0.4	-0.5	1.4	-2.1	-49.3	-0.4
O=C(c1ccc2c(c1)OCCO2)N1CCN(S(=O)(=O)c2c(F)cccc2F)CC1	0.0	-0.6	-1.4	1.4	-1.5	-1.2	0.1	-2.0	8.9	-2.0	-1.0
O=C(Nc1cccnc1)c1cnn2cccnc12	0.9	3.4	2.4	0.9	-0.4	0.8	2.3	-1.2	-1.2	2.7	-0.1
O=P(COCCOCCOCP(=O)(c1ccccc1)c1ccccc1)(c1ccccc1)c1ccccc1	-0.5	-0.9	0.1	0.8	-0.5	2.9	-1.2	-0.2	8.5	-1.6	-1.4
Cc1cc(C)n2nc(C(=O)OCC(=O)c3ccccc3Cl)nc2n1	1.4	0.7	0.8	1.4	-2.1	2.9	7.3	0.9	1.8	2.2	0.2
CCN1CCN(c2ccc(Nc3ccnc4ccccc34)cc2)CC1	1.1	-2.7	7.7	1.9	-1.4	8.0	3.4	3.6	-1.4	-36.1	0.3
COc1ccc(NC(=O)CCNC(=O)c2ccccc2Cl)cc1S(=O)(=O)N1CCCCC1	0.3	-2.5	-3.3	1.1	-0.6	2.8	0.1	-1.4	4.9	1.7	-1.3
C[C@H](O)[C@@H]1C(=O)N2CCc3ccc(N4CCN(C)CC4)cc3[C@@H]2C[C@@H]1N(C)C(=O)Nc1cc(Cl)cc(Cl)c1	2.8	-2.1	-5.2	-1.3	0.6	-1.1	-4.6	-1.0	6.5	-15.9	-1.1
N/N=C(\Cc1cscn1)c1ccc(O)cc1O	0.2	3.1	-6.3	2.7	1.4	-1.6	0.6	-0.4	-0.2	-58.6	-1.2
CN(C(=O)CN1C(=O)NC2(CCc3ccccc32)C1=O)C1CCCCC1 (configuration not stated)	-0.5	-0.6	-1.7	.	-0.5	0.0	-7.6	1.4	-1.3	1.4	-0.5
COc1ccccc1C(C)NC(=O)c1ccc(C)o1 (configuration not stated)	-2.1	-1.4	-1.7	-1.4	2.3	3.8	1.5	-0.5	3.2	3.9	-0.9
Cn1c(SCc2ccccc2Cl)nc2c1c(=O)[nH]c(=O)n2C	0.1	2.4	-1.1	-1.6	-0.3	2.4	5.7	-1.3	0.4	-1.4	1.5*
COc1ccc(CCNC(=O)C/C(C)=N/NC(=O)COc2ccc(C)cc2Br)cc1OC	0.3	-1.3	-2.4	3.2	-0.1	0.0	5.8	-1.0	-9.8	-6.6	-1.9
Cc1nonc1NC(=O)CSc1nc2c(C)cccc2cc1C#N	-0.3	3.4	2.3	-0.7	9.8*	0.4	80.9*	-1.1	9.1	-97.8	-1.3
O=C1C(Cc2ccccc2)NC(=S)N1c1ccccc1 (configuration not stated)	0.2	0.5	-4.0	-0.4	0.2	-3.5	-2.0	0.2	-63.1	7.8	-1.4
CCC[C@@H](CN1CCC[C@H]1CN1C(N)=NC[C@H]1CC(C)C)N1C[C@@H](Cc2ccccc2)N(CCCC2CCCC2)C1=N	0.8	0.5	-5.3	0.0	-0.1	-1.9	-0.1	-1.4	3.8	8.8	0.5
COc1ccccc1N1CCN(C(=O)CC(NC(=O)c2ccccc2Cl)c2ccccc2)CC1 (configuration not stated)	-1.4	-1.5	-2.3	-1.0	-1.2	-1.6	-1.2	-0.5	-2.1	4.2	-1.2
Cc1ccc(CCNC(=O)c2ccc3nc4ccc(Cl)cc4c(=O)n3c2)cc1	0.2	1.1	0.2	-0.5	0.2	0.6	0.6	-1.1	3.6	-17.9	-1.2
CN1CCc2c(sc3nc(SCC(=O)N4CCOCC4)nc(N)c23)C1	0.8	-1.8	3.1	0.1	-0.1	-1.4	8.3	-0.7	-0.5	-72.5	-1.6
CN(C)C(=O)CSc1nnc(-c2cccnc2)n1-c1ccccc1	-0.5	2.2	0.3	1.1	0.2	-2.0	7.1	0.4	0.1	1.0	-0.9
COc1ccc(/C(C)=N/NC(=O)c2cccc(S(=O)(=O)N3CCCC3)c2)c(O)c1	-9.3	-5.0	-3.9	-1.5	0.0	-6.4	2.0	-3.7	34.8*	-75.7	-1.6
CCNC(=O)C1(C)CCCCN1Cc1ccc(C#N)cc1 (configuration not stated)	0.1	1.2	-1.7	.	-0.7	-0.1	-0.9	0.8	12.3	0.2	-1.4
CCCC/C(C)=N/NC(=O)C(=O)NCCc1ccccc1	-0.2	2.2	-0.6	-0.6	1.1	-0.5	0.4	0.5	6.4	0.1	-1.0
C[C@@H]1CN([C@H](C)CO)C(=O)c2cc(Br)cnc2O[C@H]1CN(C)C(=O)Nc1ccccc1F	-0.7	1.6	-2.4	0.3	0.2	0.1	-0.4	-0.7	12.7	-1.7	-1.3
Cc1ccc(S(=O)(=O)N(CC(=O)Nc2cc(C)ccc2C)C(=O)N2CCN(C)CC2)cc1	-0.4	1.6	-1.1	0.6	0.0	0.3	-2.5	-0.7	7.2	4.3	-1.1
